Vif-A3F inh: Vif-A3F binding inhibition | HeLa A3F-eYFP + Vif (tagged APOBEC3F with the HIV-1 protein that degrades it), YFP fluorescence increase | Potency, µM (doses to about 46.1 µM), inactives show at the highest dose activity, negative = active | actives 0.2% (n = 390,000); further: potency means the concentration at half of the fitted maximal effect; % of control where 0% means no effect; nearly all actives have a fitted effect of over 65% in size
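HeLa cells stably expressing Vif plus C-terminally eYFP-tagged A3F were seeded, incubated overnight at 37 deg C, dosed with compound, incubated overnight again at 37 deg C. Yellow fluorescence (Ex 488/Em 500-530) reported blocked Vif-mediated A3F-eYFP degradation.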
Glioma ERSR ind: induces the endoplasmic reticulum stress response in human glioma cells; U87-MG GRP78 promoter luciferase reporter, 16 h; Potency, µM, for the others: at the highest dose activation, hits mostly activators; actives 0.02% (n = 420,000); AID 602332; further: potency means the concentration at half of the fitted maximal effect; series mostly up to about 76 µM; % of control where 0% means no effect; nearly all actives have a fitted effect of over 35% in size
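Stably transfected U87-MG human glioma cells carrying a GRP78-based luminescent sensor were seeded at 1000 cells/well, pin-dosed with compounds and incubated 16 h. Luciferase reagent was then added, and end-point luminescence was read after 10 min at room temperature.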
USP1-UAF1 inh: inhibitors of human USP1/UAF1 deubiquitinase | O94782 | recombinant USP1/UAF1, Ub-Rhodamine cleavage fluorescence | Potency, µM (doses to about 57.1 µM), for the others: top-dose activity change, negative = inhibition, hits mostly inhibitors | actives 0.23% (n = 390,000) | AID 743255; further: potency means the concentration at half of the fitted maximal effect; on the % scale 0 is the no-effect control and ±100 the full control effect; nearly all actives have a fitted effect of over 60% in size; inactives centre near -12
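In this screen, compounds sit with the deubiquitinase complex (1nM) for 15 min at room temperature before Ub-Rho is added at 150nM final. Fluorescence rise is then followed for 6 reads every 60 seconds.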
TrxR1 substrate: is turned over as a substrate by rat TrxR1; AID 588456; actives 0.01% (n = 390,000); Potency, µM (titrated, usually from 114 µM), inactives show at the highest dose activity change, negative = substrate turnover; O89049; purified TrxR1 substrate turnover, NADPH consumption readout; further: potency means the concentration at half of the fitted maximal effect; on the % scale 0 is the no-effect control and ±100 the full control effect; nearly all actives have a fitted effect of over 50% in size
Target sequence (O89049 whole entry, looked up): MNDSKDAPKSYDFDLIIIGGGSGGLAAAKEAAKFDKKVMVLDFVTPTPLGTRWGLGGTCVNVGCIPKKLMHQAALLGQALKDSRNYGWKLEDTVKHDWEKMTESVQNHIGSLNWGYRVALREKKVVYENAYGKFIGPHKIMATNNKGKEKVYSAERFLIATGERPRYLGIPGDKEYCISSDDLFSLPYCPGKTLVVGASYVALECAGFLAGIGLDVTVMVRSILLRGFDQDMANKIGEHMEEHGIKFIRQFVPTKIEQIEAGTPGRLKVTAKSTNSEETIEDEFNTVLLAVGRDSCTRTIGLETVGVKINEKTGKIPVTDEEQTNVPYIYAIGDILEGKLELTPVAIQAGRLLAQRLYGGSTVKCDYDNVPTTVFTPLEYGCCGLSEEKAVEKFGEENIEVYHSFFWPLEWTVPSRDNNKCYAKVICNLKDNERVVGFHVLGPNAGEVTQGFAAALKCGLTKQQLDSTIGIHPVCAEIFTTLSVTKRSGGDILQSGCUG
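Rat TrxR1, dispensed at 90 nM, was prereduced with 400 uM NADPH (final) for 5 min at ~22 deg C, then incubated with compound 15 min before 400 uM selenite. A first-read NADPH fluorescence drop versus no-compound background flagged substrates.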
rTrxR1 inhibitor: rat TrxR1 inhibition. recombinant rTrxR1, NADPH fluorescence consumption, selenite substrate. actives 1% (n = 390,000). Potency, µM (highest dose often 114 µM), for inactives: at the top dose activity change, negative = inhibition, most hits filed as inhibitors; further: potency means the concentration at half of the fitted maximal effect; on the % scale 0 is the no-effect control and ±100 the full control effect; nearly all actives have a fitted effect of over 65% in size
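Rat TrxR1 (90 nM in the dispensed reagent) was pre-reduced with 400 uM NADPH for 5 min at room temperature, then incubated with compound for 15 min. After 400 uM selenite was added, NADPH fluorescence (Ex 340/Em 450 nm) was followed for 8 min.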
Vif-A3G inh: Vif-A3G binding inhibition | Q9HC16 | HeLa A3G-eYFP + Vif (tagged APOBEC3G with the HIV-1 protein that degrades it), YFP fluorescence, overnight | Potency, µM (highest dose often 46.1 µM), without a hit: at the highest dose activity, negative = active, usual class: inhibitors | actives 0.076% (n = 410,000) | AID 602310;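 further: potency means the concentration at half of the fitted maximal effect; on the % scale 0 is the no-effect control and ±100 the full control effect; nearly all actives have a fitted effect of over 60% in size; hits raise eYFP signal because A3G escapes Vif-driven loss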
Target sequence (Q9HC16 whole entry, looked up): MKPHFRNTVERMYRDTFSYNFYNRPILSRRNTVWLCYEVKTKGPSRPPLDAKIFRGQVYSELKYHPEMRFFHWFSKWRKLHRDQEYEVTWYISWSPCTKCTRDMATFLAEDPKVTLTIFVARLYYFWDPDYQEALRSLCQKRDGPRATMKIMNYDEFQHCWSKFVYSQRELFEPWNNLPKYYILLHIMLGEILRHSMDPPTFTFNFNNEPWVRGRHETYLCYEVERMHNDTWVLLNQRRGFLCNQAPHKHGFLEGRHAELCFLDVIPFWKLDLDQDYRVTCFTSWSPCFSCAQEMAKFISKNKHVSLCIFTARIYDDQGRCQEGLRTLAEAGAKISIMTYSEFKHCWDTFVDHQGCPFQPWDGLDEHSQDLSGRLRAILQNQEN
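HeLa cells stably expressing Vif and C-terminally eYFP-tagged A3G, seeded overnight at 37 deg C, then exposed to compound by pintool overnight at 37 deg C. Rise in yellow fluorescence (Ex 488/Em 500-530, Acumen) marks blocked Vif-driven A3G degradation.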
LDHA inh: blocks human lactate dehydrogenase A; purified LDHA, NADH/diaphorase-resazurin fluorescence; hits give low values; activity change, % (values are at about 110 or 230 µM); actives 0.15% (n = 480,000); AID 1347041; in the data active means activity change below about -30%; inconclusive means mostly about -25% to -30%;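 further: plate controls were DMSO wells for no effect and wells without enzyme for full effect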
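Enzyme activity of human lactate dehydrogenase 5 (2 nM; 0.06 mM NADH, 0.2 mM pyruvate, 5 min, RT) is measured via a resazurin/diaphorase fluorescence readout of residual NADH.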
RGS4 inhibitor: human RGS4 inhibition. P49798. Transcreener GDP fluorescence polarization, RGS4-accelerated GTP hydrolysis. Potency, µM (series often up to 114 µM), without a hit: top-dose activity change, negative = inhibition, hits mostly inhibitors. actives 0.039% (n = 390,000). AID 504845; further: potency means the concentration at half of the fitted maximal effect; on the % scale 0 is the no-effect control and ±100 the full control effect; nearly all actives have a fitted effect of over 75% in size; some results filed as inactive show a strong effect at the top dose
Target sequence (P49798 whole entry, looked up): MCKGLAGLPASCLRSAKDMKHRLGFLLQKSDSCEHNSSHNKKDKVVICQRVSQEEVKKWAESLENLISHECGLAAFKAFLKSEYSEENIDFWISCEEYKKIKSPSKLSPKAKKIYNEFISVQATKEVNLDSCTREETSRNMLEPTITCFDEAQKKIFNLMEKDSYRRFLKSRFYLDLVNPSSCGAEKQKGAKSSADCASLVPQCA
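MLSMR compounds (23 nl, pin-transferred) preincubated 10 min at room temperature with a 500nM (2x) first reagent, then RGS4 at 900nM (2x) plus Transcreener GDP mix added; fluorescence polarization (620/688 nm) read before and after 90 min at 30 °C.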
mIDH1 inhibitor: blocks human mutant IDH1 R132H enzyme. O75874. Potency, µM (top dose mostly 76.6 µM), inactives show at the top dose activity change, negative = inhibition, usual class: inhibitors. AID 602179. IDH1-R132H enzyme, NADPH consumption, diaphorase/resazurin fluorescence. actives 0.093% (n = 390,000); further: potency means the concentration at half of the fitted maximal effect; on the % scale 0 is the no-effect control and ±100 the full control effect; nearly all actives have a fitted effect of over 65% in size
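IDH1-R132H (0.5 ug/mL) preincubated 30 min with compound, then NADPH (0.016 mM) and alpha-KG (2 mM) added; 80 min at RT, pH 7.5. Remaining NADPH coupled via diaphorase/resazurin to fluorescence (540/590 nm); concentration-response curves normalized to no-enzyme control.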
An asterisk follows results filed as active; u = inconclusive; x = not tested or not shown; & = joins results of further samples; ! = a repeat was not active; [ ] = dose if it differs, or a comment. Unless noted, the call rests on the fitted dose curve; in most records, active means well fitted curve in the direction sought with a large enough effect; inconclusive means small, poorly fitted or top-dose-only effect, or another doubt; inactive means no such curve, though single readings can be large; an effect the other way counts as inactive or inconclusive. This is a subset; rates above refer to the full screens.

Structure | Vif-A3F inh | Glioma ERSR ind | USP1-UAF1 inh | TrxR1 substrate | rTrxR1 inhibitor | Vif-A3G inh | LDHA inh | RGS4 inhibitor | mIDH1 inhibitor
Cc1ccc2c(c1)c(-c1ccccc1)nc1nncn12 | 0% | -3% | 5% | -4% | 10% | -4% | -9 | 1% | 2%
Cc1cc(NC(=O)c2cc3n(n2)C(C(F)(F)F)CC(c2ccco2)N3)no1 (stereo not drawn) | 1% | -3% | -25% | 9%[57.1 µM] | 10%[57.1 µM] | 1% | -5 | 1% | 1%
O=C(c1ccco1)N1CCN(C(=O)C2CC(c3ccccc3F)=NO2)CC1 (stereo not drawn) | -9% | 2% | -17% | -2% | 9% | -1% | -1 | 9% | -1%
COc1cccc(CNC(=O)c2ccc(C)c(S(=O)(=O)N3CCOCC3)c2)c1 | 5% | -4% | -4% | 3% | 1% | 1% | -3 | -14% | -3%
Cc1cc2c3c(c1)C1(C(=O)N3C(C)(C)CC2C)C(C#N)=C(N)Oc2n[nH]c(C)c21 (stereo not drawn) | -5% | -6% | -2% | 0% | 12% | -26% | 0 | -14% | 0%
Cc1cc(/C=N/NC(=O)c2nn(C)cc2Cl)c(C)n1-c1cccc(Br)c1 | -7% | 4% | -2% | -15% | -15% | 1% | -1 | -2% | 0%
O=C(CSc1cc(Cl)ccc1Cl)NC1CC1 | -19% | -2% | -19% | 9% | 33% | 0% | -1 | -7% | 6%
COc1ccc(NC(=O)CN2C(=O)NC(CC(C)C)C2=O)cc1S(=O)(=O)N1CCOCC1 (stereo not drawn) | -2% | -4% | -17% | 7% | 21% | -9% | -2 | 3% | 2%
Cc1ccc(S(=O)(=O)NC2=C(N3CCN(c4ccccc4F)CC3)C(=O)c3ccccc3C2=O)cc1 | 2%&1% | 1%&-2% | -18%&-3% | 4%[11.4 µM] | -2%[11.4 µM] | -3%&4% | 11&10 | 11%&-12% | 1%&8%
CC(C)/C=C1\CCc2c([nH]c3ccccc23)C1=O | -1% | 0% | -18% | 0% | -2% | 0% | -1 | -23% | 3%
COc1ccc(OC)c(NC(=O)CN2C(=O)C(=O)N(Cc3ccccc3)C2=O)c1 | -1% | -2% | -24% | 4% | 30% | -11% | 1 | 16% | -4%
COC(=O)c1cccc(-n2[nH]nnc2=S)c1 | -3% | -7% | -13% | 5% | -20% | 3% | -5 | u | -7%
CN1CC(=O)N2C(c3ccc(Cl)cc3)c3[nH]c4ccccc4c3C[C@H]2C1=O (stereo partly drawn) | -3% | -4% | -21% | 3% | 12% | 6% | -1 | 16% | 1%
Cc1ccc(-c2nc3ccccn3c2NCc2ccc3c(c2)OCO3)cc1 | -5% | 3% | -18% | 60%[activator] | -4% | -1% | -6 | 15% | -3%
CCC(Sc1nc2n[nH]c(C)c2c(=N)n1-c1cccc(Cl)c1C)C(=O)N(CC)CC (stereo not drawn) | -21% | -5% | -8% | -7% | 5% | 0% | 0 | -27% | 9%
COc1ccccc1N1CCN(S(=O)(=O)c2c(C)sc3ncn(CC(=O)Nc4cccc(Cl)c4)c(=O)c23)CC1 | -6% | -3% | -11% | -12% | -6% | -4% | -11 | -7% | 11%
NS(=O)(=O)c1ccc2nc(NC(=O)c3ccc4ncsc4c3)sc2c1 | 11% | -8% | -4% | 16%[57.1 µM] | 10%[57.1 µM] | -7% | -4 | -33% | 7%
O=C(CCN1C(=O)/C(=C\c2cccs2)SC1=S)Nc1nccs1 | u | -4% | -18% | 3% | 13% | -1% | -6 | -13% | 3%
CN(C)/C=N/c1c(C#N)cnn1-c1ccc(C(F)(F)F)cn1 | -8% | -3% | u | -1% | 10% | 0% | 0 | 17% | 1%
Nc1ccc(S(=O)(=O)NC(=O)c2ccccc2)cc1 | 6% | -3%&-3%&-3% | -2% | 9% | 35% | -2% | -3 | 20% | -2%
O=C(C1CN(C(=O)c2cc3cc(Cl)ccc3o2)c2ccccc2O1)N1CCCCC1 (stereo not drawn) | 2% | -5% | -18% | -2% | 2% | -4% | -4 | -15% | -4%
NS(=O)(=O)c1ccc(CCNCC(=O)N2CCC(Cc3ccccc3)CC2)cc1 | 3% | -3% | -1% | -2% | -20% | -4% | -22 | 16%[11.4 µM] | 0%
Cc1ccsc1C(=O)OCC(=O)c1ccc(OC(F)F)cc1 | -4% | 7% | -13% | -4% | 15% | 5% | 0 | 23% | 9%
CCOc1ccc(N(C(C)C(=O)NCc2ccco2)S(C)(=O)=O)cc1 (stereo not drawn) | 1% | -3% | -20% | 9% | -11% | 1% | 1 | 17% | 8%
O=C(O)c1ccccc1C(=O)N1CCc2c([nH]c3ccccc23)C1C(F)(F)F (stereo not drawn) | -1% | -6% | -14% | 1% | -2% | 0% | -8 | -7% | 0%
CCOc1ccc(Nc2nc(Cc3nnc(SCC(=O)NCC4CCCO4)n3C)cs2)cc1 (stereo not drawn) | -3% | 1% | u | 1% | 14% | 0% | 1 | -19% | 1%
Cn1c(=O)c2c(-c3ccccc3)n3c(c2n(C)c1=O)C(c1cccc([N+](=O)[O-])c1)Nc1ccccc1-3 (stereo not drawn) | -1% | 0% | -11% | -7% | -22% | -4% | -1 | 12% | -21%
Cn1c(=O)c2[nH]c(-c3ccc(S(=O)(=O)O)cc3)nc2n(C)c1=O | 5% | -5%&0%&-5% | u | 958%[activator] | 32µM*! | -4% | -16 | 27%[56.9 µM] | 8%
O=C(O)CC(NC(=O)C12CC3CC(CC(C3)C1)C2)c1ccc(Cl)cc1 (stereo not drawn) | -1% | -4% | -18% | 3% | 11% | -1% | 1 | 12% | -7%
COc1cc(C(=O)Nc2ccc(NC(=O)c3ccccc3)nc2)cc(OC)c1OC | 2% | 1% | -25% | -2% | 17% | -1% | -5 | -2% | -7%
Cn1c(=O)[nH]c(=O)c2c1nc(N1CCN(Cc3ccccc3)CC1)n2CCSc1ncccn1 | -8% | -1% | -15% | 5%[57.1 µM] | 1%[57.1 µM] | 0% | -11 | 21% | -16%
CCn1c(CC2C(=O)N(C)c3ccc(Br)cc32)nc2ccccc2c1=O (stereo not drawn) | 7% | -3% | -23% | -1% | 11% | -3% | 5 | -7% | 11%
OCC[C@@H]1C[C@@H](O)[C@H](O)[C@]2(Cc3ccccc3CO2)O1 | -12% | -2% | -18% | 2%[57.1 µM] | 9%[57.1 µM] | -7% | -5 | 18% | -6%
Cc1ccc(C(C(=O)NC2CCCC2)N(C(=O)CNC(=O)c2cccs2)c2cccnc2)o1 (stereo not drawn) | -2% | -5% | 4% | 1% | 1% | -6% | -8 | -17% | 4%
NC(=O)c1nn2c(C(F)(F)F)cc(-c3ccc(Br)cc3)nc2c1Cl | -3% | 0% | -14% | -6%[57.1 µM] | 4%[57.1 µM] | 1% | 1 | 9% | -13%
Cc1ccc(C(=O)c2cn(CC(=O)Nc3ccc4c(c3)OCCO4)c3nc(C)ccc3c2=O)cc1 | u | -6% | u | -6% | 1% | u | -1 | u | 18%
c1ccc(-n2nnnc2SCc2cccc(CSc3nnnn3-c3ccccc3)n2)cc1 | 0% | -2% | -6% | -5% | 4% | 1% | 0 | 5% | 2%
CN(C)C(=O)COC(=O)c1ccccc1Sc1ccccc1C#N | -6% | -6% | -10% | -1%[57.1 µM] | 19%[57.1 µM] | -7% | 0 | -16% | 5%
Cc1cccc(C(=O)N2CCc3cc(CNC(=O)c4ccc(Br)o4)ccc32)c1 | 14% | 0% | -26% | 2%[57.1 µM] | 2%[57.1 µM] | 4% | 0 | -22% | -15%
CN(CC(=O)Nc1ccc(OC(F)(F)F)cc1)C(=O)Cc1c(Cl)cccc1Cl | 3% | 0% | -11% | -13% | 12%[0.457 µM] | -5% | -5 | -17% | 3%
COc1ccc(N=C2SC(CC(=O)Nc3cccc(Cl)c3)C(=O)N2Cc2ccco2)cc1 (stereo not drawn) | -1% | -5% | -14% | -7% | -11% | 0% | -2 | -23% | -3%
CCOc1ccc(/C=C/C(O)=C2/C(=O)NC3(C)CC2c2ccccc2O3)cc1OC (stereo not drawn) | -12% | -2% | -9% | 6% | 0% | -25% | -4 | -25% | -5%
CCOc1cc(/C=C2\CN(C)C/C(=C\c3ccc(O)c(OCC)c3)C2=O)ccc1O | -3% | -18% | -27% | -16% | 56µM* | u | 8 | -40% | -1%
Fc1ccc(C[n+]2csc3ccccc32)cc1 | 9% | 4% | -21% | -12% | -12% | -1% | -5 | -104% | 4%
O=C(COC(=O)c1ccco1)NC1CCCC1 | 1% | -3% | 1% | 0% | 10% | -4% | -4 | 19% | -10%
COc1ccc(CCNC2=NCCS2)cc1OC | -4% | x | -2% | -2%[57.1 µM] | 16%[57.1 µM] | 0% | -2 | -6% | 9%
Cc1cc(C)c(S(=O)(=O)N2CCOC2CNC(=O)C(=O)NCCN2CCOCC2)c(C)c1 (stereo not drawn) | 4% | -2% | -1% | -7% | 2% | 0% | -5 | -6% | 3%
CCCC(C(=O)NC1=NCCS1)c1ccccc1 (stereo not drawn) | -21% | -2% | -6% | 5%[57.1 µM] | 14%[57.1 µM] | -2% | 2 | -15% | 10%
CCOc1ccc(NC(=O)c2sc3nc4n(c(=O)c3c2C)CCC4)cc1 | -8%&0% | 2%&-3% | -14%&-2% | -4%&-4% | 9%&11% | 4%&0% | 0&1 | 7%[11.4 µM] | 0%&-12%
